KKLEB tox – cytotoxicity in KKLEB CF airway cells, primary screen, cytotoxicity control for CF NF-kB inhibitor project, cell-based, uHTS, fluorescence assay plates; KKLEB CF airway cells viability, ATPlite luminescence, overnight; stronger effect = lower value; cells stimulated with P. aeruginosa culture filtrate; activity change (cytotoxicity), % at 5 µM; 0.36% of 360,000 active; AID 602141, 2011;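 active = corrected activity change at or below -50% at 5 µM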
iPSC survival up – enhancers of single-cell hiPSC survival, primary screen, ATPlite luminescence; 100% = ROCK inhibitor wells, 0% = DMSO; 0.044% of 360,000 active; survival enhancement, % at 20 µM; in the data active = survival enhancement above about 18%;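 note: cells exposed to compounds for 16 hours before the ATP read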
TRPM1 prom inh – inhibitors of MITF-dependent TRPM1 promoter reporter, primary screen, cell-based, SK-MEL-5, single point, luciferase. SK-MEL-5 TRPM1 promoter luciferase, 24 h. inhibition, % at 12.5 µM. 0.83% of 330,000 active. AID 488899, 2010;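 active = mean inhibition across replicates of 60% or more, whatever share of single replicates reaches that level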; note: values of inactives mirror those of a sister screen read the other way
NR2E3 ag-1 – NR2E3 agonists in two-hybrid cells, primary screen, cell-based, luminescence, CHO-S, Gal4-NCOR/VP16-NR2E3; Photoreceptor-specific nuclear receptor (Homo sapiens), Q9Y5X4; luciferase; inhibition of corepressor binding, % at 3.98 µM; 0.35% of 360,000 active; AID 602229, 2012;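 active = inhibition above the mean of all tested compounds plus 3 SD, cut at about 70% in these data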;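 note: 0% = DMSO with NR2E3 transfected cells and 100% = cells lacking NR2E3 construct; higher means lower luciferase signal from less NR2E3 corepressor binding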
Target sequence (Q9Y5X4 whole entry, looked up, the tested form may be a part): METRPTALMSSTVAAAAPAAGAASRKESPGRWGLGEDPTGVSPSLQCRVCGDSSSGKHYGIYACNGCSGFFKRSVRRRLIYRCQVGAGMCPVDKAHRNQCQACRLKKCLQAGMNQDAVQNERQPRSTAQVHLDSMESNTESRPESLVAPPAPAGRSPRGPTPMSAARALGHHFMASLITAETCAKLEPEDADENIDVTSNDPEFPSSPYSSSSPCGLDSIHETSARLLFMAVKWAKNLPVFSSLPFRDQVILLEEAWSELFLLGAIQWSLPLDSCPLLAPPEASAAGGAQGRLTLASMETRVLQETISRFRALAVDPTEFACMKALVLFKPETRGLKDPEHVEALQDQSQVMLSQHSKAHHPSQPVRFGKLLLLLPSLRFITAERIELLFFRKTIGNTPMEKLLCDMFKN
NR2E3 ag-2 – inhibitors of NR2E3-RetCOR corepressor binding, primary screen, NR2E3 agonist project, biochemical, TR-FRET, GST-NR2E3, biotin-RetCOR; 0.12% of 320,000 active; inhibition of corepressor binding, % at 4.78 µM; AID 2300, 2010; Photoreceptor-specific nuclear receptor (Homo sapiens), Q9Y5X4; 1536-well;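 active = percent inhibition above the cutoff of mean plus 3 SD of all tested compounds, set per screening campaign, cut at about 20% in these data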;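 note: 0% = DMSO wells and 100% = biotin wells as full block of FRET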
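System: GST-tagged NR2E3 plus biotinylated RetCOR corepressor; Buffer or medium: pH 7.5 Tris-based buffer; Probe or stimulus: RetCOR corepressor, biotinylated, 7 nM; Doses: compound at 4.8 µM, single dose; Schedule: 5 h incubation at 4 °C; Technique: time-resolved FRET; Evaluation: percent inhibition of TR-FRET ratio; Replication: one well per compound, singlicate testing.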
HIF-2a block – HIF-2a reporter inhibitors, primary screen, luminescence, 786-0 RCC cells | AID 624352, 2012 | 0.72% of 360,000 active | 786-0 RCC cells HIF-2a reporter, luciferase luminescence, overnight | inhibition, % at 18.8 µM;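 active = inhibition of the luminescence signal of 40% or more relative to plate controls, in a single-dose primary screen at 18.75 µM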
aDG glyco up – activators of alpha-DG glycosylation, primary screen, uHTS, Pro5-aDG cells, AlphaScreen. 0.22% of 360,000 active. AID 624168, 2012. activation, % at 10 µM. alpha-DG glycosylation AlphaScreen (IIH6); 0% Pro5, 100% B10-LARGE cell signal;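 active = activation of at least 8% versus controls, or a plate z-score of at least 8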;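 note: Pro5 are CHO cells carrying HIG-tagged alpha-DG that lacks glycosylation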
Shn3 3UTR inh – reduction of Shn3 3'UTR firefly luciferase signal, primary screen, Schnurri-3 inhibitor project, cell-based, Clone20 osteoblasts, set 2; Clone20 osteoblast Shn3 3'UTR firefly luciferase, 24 h; inhibition, % at 12.5 µM; 0.52% of 360,000 active; AID 588674, 2011;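 active = mean inhibition of at least 75% with every replicate also reaching 75%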;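 note: 0% = median of neutral control wells and 100% = pilot-screen positive control compound; some compounds past the cut are filed as inactive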
Peg3 promoter – Peg3 promoter-driven luciferase inhibitors, primary screen, cell-based, HeLa, luciferase luminescence; 1.7% of 360,000 active; AID 588405, 2011; HeLa PEG-Prom luciferase reporter, overnight; inhibition, % at 20 µM;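 active = inhibition of at least 50% at 20 µM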
TWEAK Fn14 block – inhibitors of TWEAK-Fn14 signaling, primary screen, luciferase reporter cells, uHTS; TWEAK-stimulated Fn14 reporter cells, luciferase luminescence, 8 h; inhibition, % at 10 µM; 2% of 360,000 active; in the data active = inhibition above about 50%
CF NFkB block – inhibitors of PAF-induced NF-kB signaling, primary screen, cell-based, GFP fluorescence, uHTS | KKLEB NF-kB-GFP reporter, GFP fluorescence overnight | AID 588850, 2011 | inhibition, % at 5 µM | 0.86% of 360,000 active;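 active = at least 50% inhibition at 5 µM, scaled per plate between neutral and stimulator controls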;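 note: PAF is a Pseudomonas aeruginosa culture filtrate used as stimulus; plate controls were PAF-stimulated DMSO wells for no effect and unstimulated DMSO wells for full effect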
Active calls of the source: *; x = not tested or not shown.

SMILES	KKLEB tox	iPSC survival up	TRPM1 prom inh	NR2E3 ag-1	NR2E3 ag-2	HIF-2a block	aDG glyco up	Shn3 3UTR inh	Peg3 promoter	TWEAK Fn14 block	CF NFkB block
Cc1cccc(NC(=O)C2CCN(S(=O)(=O)c3cccs3)CC2)c1	0	2.0	-14	1	0	-1	0.0	-6	-3	0	12
O=C(NC1CCCCC1)C1CCN(C(=O)c2ccccc2Cl)CC1	1	1.5	0	-6	1	9	0.0	-6	-24	13	7
COCC(C)n1c(C)cc(C(=O)COC(=O)c2cc(=O)[nH]c3ccccc23)c1C (centres undefined)	-3	-0.6	x	38	x	43*	0.2	32	52*	88*	4
COc1ccc2c(c1OC)CN1CCc3cc4c(cc3[C@@H]1[C@@H]2O)OCO4	-15	-0.7	-3	-2	1	-40	0.1	-15	-37	-5	-1
CN(C)c1cccc2cccc(N(C)C)c12	-13	-0.7	5	6	-2	5	0.0	x	-117	3	17
COc1ccc(NC(=O)Nc2nc3c(s2)CCCC3)cc1	24	-0.5	-89	-123	-2	-219	-0.4	-35	-281	-13	-14
Cc1ccc(C)c(N2CCN(C(=O)c3ccc4c(c3)c(C)c(C)n4C)CC2)c1	-3	-0.4	1	-12	-2	3	-0.8	0	31	-10	19
O=c1cc[nH]c2c(Cl)cccc12	-19	0.9	5	-62	6	-192	0.0	-11	-92	-23	-1
CC(=O)c1ccc(N2CCCCCC2)c(F)c1	4	-1.5	-44	-19	4	-89	0.1	13	-103	-21	-18
CCn1cc(C(=O)O)c(=O)c2cc(F)c(N3CCNCC3)cc21	-11	-2.0	6	0	6	11	-0.2	18	6	-11	12
CCOC(=O)C(c1ccccc1)C(Nc1ccc(Cl)c(Cl)c1)c1ccccn1 (centres undefined)	-21	-0.7	0	-23	2	7	-0.1	24	25	-11	15
CCOc1ccc(NC(=O)CCn2c(=O)[nH]c3ccsc3c2=O)cc1	5	-1.6	-1	7	0	9	-0.2	17	-5	5	-22
NC(COCc1ccccc1)c1csc(Nc2cc(Oc3ccccc3)ncn2)n1 (centres undefined)	-3	-1.0	x	18	x	7	1.4	5	7	-22	-2
Nc1cccc2c1C(=O)N(C(=O)c1ccc(Cl)c(S(=O)(=O)N3CCCCCC3)c1)C2=O	1	8.3	-9	4	4	13	-0.2	6	19	0	11
CCOc1ncccc1C(=O)OCC(=O)N1CCC(C)CC1	0	-4.1	-8	-3	x	-44	1.7	-3	-29	-16	7
O=C(c1ccc(Cl)c(S(=O)(=O)N2CCOCC2)c1)N1CCOCC1	-1	-0.6	15	7	-5	4	-0.1	-8	-14	10	1
CN(C)/C=C/C(=O)c1ccc(S(=O)c2ccccc2)cc1 (centres undefined)	-4	-1.8	9	10	-1	10	-0.2	-8	23	-8	-16
CCn1c(C)nc2cc(C(=O)NNC(=O)c3ccc(C)cc3)ccc21	-19	0.0	-27	-17	2	-134	-0.4	-76	-110	72*	-12
C/C(=N\NC(=O)c1cc(O)cc(O)c1)c1ccc(NC(=O)Cc2ccccc2)cc1	-6	-0.4	-51	-50	18	-147	0.3	-21	-80	-7	14
COc1ccc(OC)c(NC(=O)C(C)Oc2ccc(Br)cc2)c1 (centres undefined)	9	0.2	6	3	6	4	1.5	20	14	9	-9
CN(C)CCN1CC(C(=O)O)CC1=O (centres undefined)	2	-3.4	-5	-9	0	9	0.0	5	-2	6	-7
Cn1cncc1C#Cc1c(-c2ccsc2)sc2ccccc12	-28	-0.7	x	21	x	20	2.3	9	44	32	-6
Cc1ccc(Cl)cc1N1CCN(S(=O)(=O)c2cc3c(cc2C)NC(=O)CO3)CC1	-3	-0.2	x	8	1	-15	-0.1	2	15	11	11
CCN1CCN(C(=O)C2=CC(c3ccc(OC)cc3)=NS(=O)(=O)N2C)CC1	17	-1.7	-25	-10	-1	9	0.0	-8	22	-12	7
Cc1ccc(NCc2ccc(O)c3ncccc23)cc1	-1	-0.6	9	-4	1	10	-0.3	14	12	3	6
Cc1nc(NC(=O)c2ccc(OCC(C)C)cc2)sc1Cc1ccc2c(c1)OCO2	1	-0.8	6	-7	-2	-57	0.1	17	-32	9	-3
CCc1cc(=O)oc2cc(C)c(CN3CCCC3)c(O)c12	12	1.4	2	-12	-1	18	0.0	-6	18	-1	2
CCCNC(=O)CN1C(=O)NC(CCc2ccccc2)C1=O (centres undefined)	11	0.3	-3	-12	1	6	0.0	-3	5	6	-16
C=CCn1c(CCNC(=O)C(C)(C)C)nc2ccccc21	8	3.7	1	-8	2	15	-0.1	-23	3	-27	-26
CC1(C(=O)NS(=O)(=O)C2CC2)CCCN(C(=O)c2ccccc2OC(F)(F)F)C1 (centres undefined)	-2	-0.4	x	16	x	6	0.1	12	5	-11	7
CC(C)C(N)c1csc(NC(=O)Nc2cccc(Cl)c2)n1 (centres undefined)	-29	-2.3	x	12	x	-41	1.1	-45	24	14	13
Nc1c(Cl)cc(-c2csc(NCCc3nc4cc(Cl)c(Cl)cc4n3CCCO)n2)cc1Cl	-6	-0.2	-7	-19	4	12	-0.1	5	8	3	-8
CCN(CC)c1ccc(/C=N/Nc2nc(C)cc(=O)[nH]2)c(O)c1	-1	-1.5	44	-33	-6	-59	0.9	83	-19	30	18
Cc1c(NC(=O)c2cc3nc(-c4ccc(Br)cc4)cc(C(F)(F)F)n3n2)c(=O)n(-c2ccccc2)n1C	-3	-2.6	11	-22	-4	2	0.0	-30	20	-9	2
CC(C)C(=O)Nc1ccc(C(=O)c2ccccc2)cc1	-1	1.3	-55	-64	0	-146	0.2	-45	-158	-3	9
Cc1onc(-c2ccccc2)c1C(=O)NCCSCc1ccco1	-4	2.3	11	0	x	7	0.1	-9	2	14	-6
O=C(Nc1nc2cc(Cl)ccc2s1)C1CCCN(S(=O)(=O)c2cccc3cccnc23)C1 (centres undefined)	-19	0.4	13	22	-2	9	-0.1	29	60*	84*	39
Cc1cc(NS(=O)(=O)c2ccc(NC(=O)CCCOc3ccccc3C)cc2)nc(C)n1	2	1.1	-5	-39	1	7	-0.1	7	12	35	1
Cc1ccc(N(CC(=O)NCC2CCCO2)C(=O)CCC(=O)Nc2cc(C)on2)cc1 (centres undefined)	-2	0.3	3	14	2	12	0.0	6	-13	35	-11
C/C=C/Cn1cccc(C(=O)Nc2ccc(OC)cc2)c1=O	-3	3.8	-9	12	2	-19	-0.2	-24	-1	-13	-12
COc1ccc(C)cc1NC(=O)c1ccccc1NS(=O)(=O)c1cccc2cccnc12	5	-1.8	14	-22	5	10	-0.1	-10	10	7	2
O=C(c1ccccc1)N(Cc1cccs1)C1CCS(=O)(=O)C1 (centres undefined)	0	-0.9	12	-1	-1	6	-0.1	0	19	-6	-2
O=C(c1ccc(S(=O)(=O)Cc2ccccc2F)c([N+](=O)[O-])c1)N1CCCCCC1	-15	-0.3	20	-11	1	8	0.4	8	34	37	14
CC1CN(C(=O)C2CC2)C(C)CN1C(=O)C1CC1 (centres undefined)	1	3.0	5	-46	-2	15	0.0	17	15	-9	6
CC(C)COC(=O)N(C)c1ccc(C(O)(C(F)(F)F)C(F)(F)F)cc1	2	-3.4	-24	-15	5	-95	1.2	3	-57	-9	6
O=[N+]([O-])c1ccc(CSc2nc3ccccc3o2)cc1	8	0.6	-93	-189	2	-166	-0.2	-80	-311	-1	-6
CC(C)(C)c1cc(CN2CCCC(O)C2)c(O)c(C(C)(C)C)c1 (centres undefined)	7	-1.5	15	3	-4	28	0.0	13	13	-16	18
COc1cccc(-c2ccc(SCC(=O)NCCc3ccccc3)nn2)c1	4	1.2	7	-18	-5	-33	0.1	-19	-18	18	-15
CCN1CNC(=S)N(CCc2ccccc2)C1	8	-0.9	-2	1	-1	16	0.0	-23	-1	10	2
Cc1ccc(C(=O)O/N=C(\N)Cc2ccc([N+](=O)[O-])cc2)c(Cl)c1	6	-1.0	0	-58	2	-19	0.0	-25	-4	-10	-5

Exported with values under each structure: entries from further up.
Values run as follows: KKLEB tox, iPSC survival up, TRPM1 prom inh, NR2E3 ag-1, NR2E3 ag-2, HIF-2a block, aDG glyco up, Shn3 3UTR inh, Peg3 promoter, TWEAK Fn14 block, CF NFkB block
> COc1ccc(OC)c(NC(=O)C(C)Oc2ccc(Br)cc2)c1 (centres undefined)
  9, 0.2, 6, 3, 6, 4, 1.5, 20, 14, 9, -9
> CN(C)CCN1CC(C(=O)O)CC1=O (centres undefined)
  2, -3.4, -5, -9, 0, 9, 0.0, 5, -2, 6, -7

The listing continues.
SMILES	KKLEB tox	iPSC survival up	TRPM1 prom inh	NR2E3 ag-1	NR2E3 ag-2	HIF-2a block	aDG glyco up	Shn3 3UTR inh	Peg3 promoter	TWEAK Fn14 block	CF NFkB block
O=C(NC1CCc2ccccc21)C12CN(Cc3ccccc3)CC1C(c1cccc([N+](=O)[O-])c1)=NO2 (centres undefined)	3	-1.6	-4	-4	-1	-25	0.0	11	-6	-10	-6
O=C1NC[C@H](CCCCN2C[C@H](Cc3ccc(O)cc3)N(CCc3ccc(O)cc3)C(=O)C2=O)N(CCc2ccc(O)cc2)C1=O	x	-0.5	x	-10	x	1	0.1	x	x	1	x
c1ccc2sc(N3CCN(Cc4nnnn4CC4CCCO4)CC3)nc2c1 (centres undefined)	10	-0.4	-20	-15	0	-55	0.0	-5	-11	18	-16
CCN(C(=O)c1ccco1)c1nc(-c2ccc(OC)cc2)cs1	-6	1.6	-73	-121	0	-322	0.4	-30	-352	-41	-10
CCCCn1c(N)c(N(CC(C)C)C(=O)CSc2nnc(C)n2-c2ccccc2)c(=O)[nH]c1=O	-5	1.8	0	2	x	6	-0.1	-49	-9	8	7
CC(=O)c1cc2c(cc1NC(=O)Nc1cccc(Cl)c1)OCCO2	6	5.2	10	-26	-4	-26	0.2	16	-6	8	-2

Arranged by heavy-atom count (highest first): some entries from above.
SMILES	KKLEB tox	iPSC survival up	TRPM1 prom inh	NR2E3 ag-1	NR2E3 ag-2	HIF-2a block	aDG glyco up	Shn3 3UTR inh	Peg3 promoter	TWEAK Fn14 block	CF NFkB block
O=C1NC[C@H](CCCCN2C[C@H](Cc3ccc(O)cc3)N(CCc3ccc(O)cc3)C(=O)C2=O)N(CCc2ccc(O)cc2)C1=O	x	-0.5	x	-10	x	1	0.1	x	x	1	x
CC(=O)c1cc2c(cc1NC(=O)Nc1cccc(Cl)c1)OCCO2	6	5.2	10	-26	-4	-26	0.2	16	-6	8	-2
CCN(C(=O)c1ccco1)c1nc(-c2ccc(OC)cc2)cs1	-6	1.6	-73	-121	0	-322	0.4	-30	-352	-41	-10

Compound activity deposited in PubChem BioAssay by several laboratories.
